# Assay outcomes as filed in PubChem.
# APP 5UTR inh: APP translation inhibition; inhibition, % at 2 µM; SH-SY5Y APP 5'UTR-luciferase reporter, luminescence; hit rate 0.82% among 190,000;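 active means inhibition above a set limit, derived from the sample mean plus 3 SD, cut at about 45% in these data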; further: values of inactives mirror those of a sister screen read the other way
# NF-kB expr up: compounds increasing NF-kB expression in human neuronal cells | NF-kB reporter expression; stronger effect = higher value | fold change at 12.5 µM | hit rate 1.6% among 190,000 | AID 1239; in the data active means fold change above about 3.3
# Redox H2O2 prof: compounds producing H2O2 with reducing agent – biochemical, NIH compound library profiling, artefact control for MLSCN library redox annotation, primary screen; DTT-dependent redox cycling H2O2, phenol red/HRP absorbance; 100% = 100 µM peroxide control, 0% = buffer; hit rate 0.03% among 200,000; AID 878; activation, % at 10 µM;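 active means activation of at least 50% relative to the plate's high and low controls in the primary single-dose screen; inactive means activation below 50%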;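 further: compound incubated with DTT at 0.8 mM final as the reducing agent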
# HMGR II inh: E. faecalis class II HMG-CoA reductase inhibition | purified E. faecalis HMGR, NADPH absorbance 340 nm kinetic | hit rate 0.41% among 190,000 | inhibition, % at 10 µM;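 active means inhibition above a set limit, the median over all tested compounds plus 3 SD, cut at about 9.5% in these data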;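 further: enzyme runs in reverse so mevalonate oxidation gives rising NADPH absorbance; 0% = complete reaction with DMSO and 100% = background rate lacking mevalonate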
# FLuc inhib CS: counter-screen for luciferase assay inhibitors: firefly luciferase inhibition | P08659 | ATPLite firefly luciferase biochemical luminescence, 10 min | inhibition, % at 10 µM | hit rate 1.5% among 200,000;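 active means inhibition above about 50% when tested at 10 µM, limit read from the data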
# Target sequence (P08659 whole entry, looked up): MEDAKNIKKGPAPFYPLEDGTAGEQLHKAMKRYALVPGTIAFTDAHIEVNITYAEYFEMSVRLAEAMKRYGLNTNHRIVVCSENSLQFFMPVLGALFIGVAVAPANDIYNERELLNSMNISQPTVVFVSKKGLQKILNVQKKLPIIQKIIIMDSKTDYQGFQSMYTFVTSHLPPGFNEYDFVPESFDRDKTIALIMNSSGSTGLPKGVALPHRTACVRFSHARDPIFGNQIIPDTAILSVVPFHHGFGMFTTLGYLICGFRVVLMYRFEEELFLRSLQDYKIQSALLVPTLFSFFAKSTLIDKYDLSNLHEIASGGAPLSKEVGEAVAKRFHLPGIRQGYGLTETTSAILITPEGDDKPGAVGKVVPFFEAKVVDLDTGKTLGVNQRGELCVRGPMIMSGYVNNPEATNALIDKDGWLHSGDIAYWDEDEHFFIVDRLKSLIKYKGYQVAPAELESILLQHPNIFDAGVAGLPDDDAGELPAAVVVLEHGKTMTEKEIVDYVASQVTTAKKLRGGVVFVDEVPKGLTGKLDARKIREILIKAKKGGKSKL
# FLuc act counter: firefly luciferase counter-screen for stimulation assays | AID 1027 | 200,000 tested, under 10 active | activation factor at 10 µM | ATPlite luciferase biochemical, luminescence, 10 min; 0 = ATP-free wells, 1 = DMSO control;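 active means luciferase activation factor, scaled between plate controls, of at least 2 with compound at 10 µM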
#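 Assay system: Luciferase/luciferin reagent mix; Medium: PBS as buffer for the ATP substrate; Dosing: test compounds dosed from 2 mM stocks in 100% DMSO; Times: 10 min, room temperature; Signal: luminescence from luciferase reaction; Read-out: luciferase activation; Controls: No-ATP low control, compound-free enzyme-plus-ATP high control.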
# Hsp70 act: Hsp70 transcriptional activation, primary screen. HeLa Hsp70 promoter luciferase reporter, luminescence; scaled: vehicle 0, proteasome-inhibitor control 100%. hit rate 0.04% among 200,000. activation, % at 10 µM;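 active means activation above the mean across all tested compounds plus 3 SD, cutoff set per campaign, cut at about 5.5% in these data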;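 further: 100% = MG132 at 30 µM as the positive control and 0% = DMSO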
# APP 5'UTR act: APP 5'UTR luciferase reporter activation; SH-SY5Y APP 5'UTR luciferase reporter, luminescence; zero percent = DMSO vehicle wells; activation, % at 2 µM; hit rate 1% among 190,000; AID 1276;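 active means activation above a set limit, based on mean plus 3 SD of controls, cut at about 140% in these data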; further: values of inactives mirror those of a sister screen read the other way
# G6PDH CS: L. mesenteroides G6PDH inhibition counter-screen; Purified L. mesenteroides G6PDH, diaphorase/resazurin coupled fluorescence, 45 min; hit rate 0.12% among 200,000; AID 1020; inhibition, % at 5 µM; in the data active means inhibition above about 50%
# STAT1 activator: STAT1 signaling activation; activation (% of control), % at 5.5 µM; NIH 3T3 STAT1-luciferase reporter, IFN-gamma, luminescence; 100% = IFN-gamma alone, no compound; hit rate 2.6% among 200,000;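 active means activation above the screen-wide mean activation plus 3 SD, cut at about 130% in these data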;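 further: raw ratio to IFN-gamma control signal so 100% means no change and 0% no light; values of inactives mirror those of a sister screen read the other way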
# * hit, by the source's call; · = no result given.
SMILES,APP 5UTR inh,NF-kB expr up,Redox H2O2 prof,HMGR II inh,FLuc inhib CS,FLuc act counter,Hsp70 act,APP 5'UTR act,G6PDH CS,STAT1 activator
FC(F)(F)c1cnc(N2CCC(=NOCc3ccc(Cl)cc3)CC2)c(Cl)c1,-30,1.1,-2.2,-2,-5,1.1,0.1,30,3,95
Cc1nc(S(=O)(=O)c2ccc(Cl)cc2)c(NCc2ccccc2)o1,-10,1,-0.3,-3,-7,1.1,-0.1,10,3,86
CC(=O)Nc1ccc(SCC(=O)N(CCC#N)c2cc(C)cc(C)c2)cc1,·,0.93,0.2,0,0,1,-0.3,·,0,100
Cc1ccc(/C=C/C(=O)Nc2cccc(S(=O)(=O)N3CCOCC3)c2)o1,-20,0.73,0.1,-11,5,0.9,-0.3,20,17,104
CCc1ccc(NC(=O)CCc2nc3ccccc3[nH]2)cc1,10,1.5,0.0,-4,-2,1,-0.3,-10,34,98
Cc1ccccc1OCCC(=O)Nc1ccc(F)c(Cl)c1,-12,1.1,-0.2,-4,0,1,-0.1,12,5,101
C=CCn1c(O)c(C(CC)=NCc2cccnc2)c(=O)[nH]c1=O,-12,1.2,-1.4,-3,-2,1,-0.3,12,4,102
CCCNC(=O)c1ccc(Cl)c(Cl)c1,-23,0.93,0.2,1,-5,1.1,-0.4,23,-1,98
COCCn1c(SCC(=O)NCC2CCCO2)nc2c(c1=O)SC(C)C2 (stereo unspecified),-2,0.93,-2.5,-5,-7,1.1,-0.3,2,-1,107
Cc1cnccc1CN(C)Cc1cn(C)nc1-c1ccc(Oc2ccccc2)cc1,17,0.83,-0.9,-4,-6,1.1,-0.4,-17,9,99
O=C(Nc1ccc([N+](=O)[O-])cc1)Nc1ccc(Cl)cc1F,0,1.2,-2.3,-2,3,1,0.2,0,6,94
S=C1NC(c2ccccc2)N2C(=S)NC(c3ccccc3)N12 (stereo unspecified),-19,1.1,0.1,0,29,0.7,-0.2,19,-1,103
O=C(NCc1n[nH]c(=S)n1-c1ccccc1)c1cccs1,-18,1.1,-0.1,12*,-7,1.1,0.1,18,6,100
O=C(NC1(C(F)(F)F)NC(=O)N(c2ccccc2)C1=O)c1cccs1 (stereo unspecified),-8,1,-0.3,0,-7,1.1,-0.2,8,2,103
CN(NC(=O)c1ccc(Cl)cc1Cl)C1=NS(=O)(=O)c2ccccc21,-6,1.1,-2.9,0,-4,1,-0.4,6,11,102
Cc1ccc(OCC(=O)N(C)CC(=O)Nc2ccc(F)cc2)c([N+](=O)[O-])n1,-5,1.1,0.5,3,-9,1.1,-0.5,5,6,101
O=C(Nc1cccc(C(F)(F)F)c1)c1cc2ncc(Br)cn2n1,-16,1.7,0.3,-4,4,1,0.1,16,2,96
CC[n+]1c(/C=C/Nc2ccccc2)oc2ccccc21,13,0.59,-3.5,-1,-12,1.1,-0.3,-13,4,92
Cc1ccc(Nc2cnn(C34CC5CC(CC(CC(=O)O)(C5)C3)C4)c(=O)c2Cl)cc1,6,1.1,0.4,0,-5,1,-0.4,-6,-4,108
Cn1c(=O)c2c(nc(N3CCOCC3)n2CCCNC2=NCCC2)n(C)c1=O,9,0.91,-0.9,3,-3,1,-0.2,-9,6,104
C=CCn1c2ccccc2c2nnc(SCC(=O)NC(C(=O)OC)C(C)C)nc21 (stereo unspecified),6,0.77,0.4,-3,5,1,-0.1,-6,10,93
Cc1occc1C(=O)Nc1ccc(S(=O)(=O)N2CCN(C)CC2)cc1,8,1.3,0.1,-8,1,1,-0.3,-8,8,96
Cc1ccc(NC(=O)CSCc2ccco2)cc1,-32,2,-0.4,6,6,0.9,1.1,32,0,129*
Cn1c(=O)[nH]c(=O)c2c1nc(N1CCOCC1)n2CCSc1nc2ccccc2[nH]1,-2,1,0.6,3,-5,1,0.0,2,-2,97
CCC(CC)C(=O)NCCc1cc2ccc(OC)cc2[nH]c1=O,-11,1.1,1.9,-4,-2,1,-0.2,11,-3,106
C/C(=N\NC(=O)CCc1ccc(S(=O)(=O)N2CCOCC2)cc1)c1ccccc1Cl,-6,1,-1.5,3,-2,1,-0.2,6,5,93
COc1ccc(-c2nsc3c(N4CCCC4)ncnc23)cc1,-156,0.95,4.3,-4,86*,0.1,-0.3,156*,1,124
COc1ccc(NC2=Nc3ccccc3CC2)cc1,-102,3.7*,-2.3,-3,5,1,-0.2,102,12,132*
c1ccc(-c2noc(CN3CCN(c4ccccc4)CC3)n2)cc1,·,1.1,-0.4,4,-8,1.1,-0.3,·,-6,98
O=C1CN(S(=O)(=O)c2ccccc2C(F)(F)F)CCN1,-14,1.3,0.1,3,-4,1,-0.3,14,2,105

# Structures listed so far that have a furan ring, fused or not:
SMILES,APP 5UTR inh,NF-kB expr up,Redox H2O2 prof,HMGR II inh,FLuc inhib CS,FLuc act counter,Hsp70 act,APP 5'UTR act,G6PDH CS,STAT1 activator
Cc1ccc(/C=C/C(=O)Nc2cccc(S(=O)(=O)N3CCOCC3)c2)o1,-20,0.73,0.1,-11,5,0.9,-0.3,20,17,104
Cc1occc1C(=O)Nc1ccc(S(=O)(=O)N2CCN(C)CC2)cc1,8,1.3,0.1,-8,1,1,-0.3,-8,8,96
Cc1ccc(NC(=O)CSCc2ccco2)cc1,-32,2,-0.4,6,6,0.9,1.1,32,0,129*

# The listing continues:
SMILES,APP 5UTR inh,NF-kB expr up,Redox H2O2 prof,HMGR II inh,FLuc inhib CS,FLuc act counter,Hsp70 act,APP 5'UTR act,G6PDH CS,STAT1 activator
O=C(O)c1ccc(COc2ccccc2/C=C2\NC(=O)N(Cc3ccccc3F)C2=O)cc1,-20,1.1,-1.6,-3,-5,1.1,0.2,20,4,96
CCC(Sc1nc2cc(OC)c(OC)cc2c(=O)n1Cc1ccco1)C(=O)NCCOC (stereo unspecified),15,0.9,1.8,-7,-2,1,-0.2,-15,0,91
C=CCNC(=S)NNC(=O)c1ccc(=O)n(Cc2ccccc2)c1,-22,1.2,-0.7,-3,-2,1,-0.2,22,-2,97
Cc1ccc(NC(=O)c2ccc3c(c2)C(=O)N(Cc2cccnc2)C3=O)c(C)c1,-15,1.2,-0.4,3,-1,1,-0.1,15,5,98
CCN(CC)CCCNC(=O)c1sc2ncn(CC(=O)Nc3ccc(C)c(Cl)c3)c(=O)c2c1C,-3,1.7,-1.1,0,-8,1.1,-0.3,3,7,120
COc1ccc(NC(=O)Cn2c(-c3ccc(OC)cc3)cn(-c3ccc(C)cc3)c2=O)cc1,7,1.4,0.4,-6,-2,1,-0.4,-7,-1,107
O=C(COc1ccccc1)N1CCN(c2ccc([N+](=O)[O-])c(N3CCCCC3)c2)CC1,-10,0.76,-3.7,-2,-5,1,0.0,10,7,97
CC(C)c1nnc(NC(=O)C2CCCO2)s1 (stereo unspecified),0,1.3,0.0,4,-3,1,-0.3,0,10,111
Nc1nnc(SCc2ccc(F)cc2)n1-c1ccccc1,9,1.2,0.3,-6,-5,1.1,0.1,-9,-5,103
Cc1ccc(NC(=O)CSc2nccn2Cc2ccccc2)cc1C,-20,1.5,2.6,-4,-2,1,0.0,20,15,111
COc1ccc2c(-c3ccccc3)cc(SCC(=O)NC3CCS(=O)(=O)C3)nc2c1 (stereo unspecified),-5,1.1,0.7,2,-2,1,-0.5,5,-20,95
O=C(NNc1nc2c(F)cccc2s1)c1ccccc1,-2,1.3,-0.6,2,-6,1.1,-0.5,2,-5,94
CCSc1ccc2nnc(-c3ccc(F)cc3)n2n1,12,1.2,1.1,-7,-5,1.1,-0.1,-12,-12,96
CCOC(=O)N1CCN(CC(=O)c2ccc3c(c2)CCN3C(C)=O)CC1,11,1.1,0.0,-6,-6,1.1,0.1,-11,-1,104
CNC(=O)COC(=O)c1cc(F)c(F)cc1Cl,4,1.1,0.2,-9,0,1,-0.1,-4,16,95
Cc1ccc2nc(Cl)c(/C=N/Nc3nc(C)cc(C)n3)c(=O)n2c1,-6,1.2,0.0,-6,-7,1.1,-0.2,6,1,85
COc1ccc(CNC(=O)c2cccnc2SC)cc1OC,-17,1,1.0,-1,-5,1,0.0,17,4,105
COc1ccc(S(=O)(=O)NCC2CCCN(CC(C)(C)C)C2)cc1 (stereo unspecified),17,0.91,-0.3,-4,-7,1.1,-0.3,-17,13,106
O=C1c2ccccc2C(=O)N1c1ccc(Cl)cc1,9,1.3,0.0,-4,4,1,-0.3,-9,5,104
CCCNC(=O)c1ccc2c(c1)CCN2S(C)(=O)=O,10,1.3,-1.0,-5,0,1,0.2,-10,1,94
O=C(COc1ccc(S(=O)(=O)NC2CCCCC2)cc1)Nc1ccc2c(c1)OCCO2,1,1,-2.0,0,-3,1,-0.1,-1,16,103
CCN(CC)S(=O)(=O)c1ccc(C)c(NC(=S)N2CCN(Cc3ccc4c(c3)OCO4)CC2)c1,2,0.78,-0.1,-4,-2,1,0.1,-2,-1,81
Cc1ccc(-c2[nH]ncc2/C=N/n2c(COc3ccccc3C)nc3ccccc3c2=O)cc1,36,0.91,-0.7,-4,-3,1,-0.5,-36,1,104
COCCNC(=O)Cn1cc(C(=S)N2CCOCC2)c2ccccc21,-11,1,0.2,-9,-1,1,-0.1,11,9,96
Nc1nc(SCC(=O)NCCCN2CCOCC2)nc2sc3c(c12)CCC3,-3,1.1,1.9,0,0,1,-0.4,3,2,95
Cc1ccccc1NS(=O)(=O)c1ccc(C)c(C(N)=O)c1,19,1,-3.8,-2,-8,1.1,-0.1,-19,10,100
COC(=O)[C@H](Cc1ccccc1)NC(=O)[C@@]1(C)C[C@@H]1[C@@H](NC(=O)OCc1ccccc1)c1ccccc1,-5,1,0.3,6,-5,1.1,-0.2,5,13,104
O=C(CN(c1ccc(Cl)cc1)S(=O)(=O)c1ccc(Cl)c([N+](=O)[O-])c1)NCCc1ccccc1,10,·,-0.6,0,-2,1,-0.1,-10,2,100
CCN(Cc1ccccc1)C(c1ccc(C)cc1)c1nnnn1C(C)(C)C (stereo unspecified),6,0.94,0.0,-8,-2,1,-0.3,-5,2,98
CSc1nc2c(c(=O)[nH]1)C(c1ccccc1Cl)CC(=O)N2 (stereo unspecified),-4,1.1,-0.1,-3,-5,1,-0.1,4,2,95
N/C(Cc1cccc2ccccc12)=N\OC(=O)c1cccs1,-10,0.99,0.3,0,-2,1,-0.2,10,12,101
Cc1cccc(NC(=O)CCCN2C(=O)c3ccccc3C2=O)n1,17,1.2,3.5,-5,-8,1.1,-0.3,-17,6,100
CCOc1ccc(OCC)c(NC(=O)C2CCN(S(=O)(=O)c3c(C)[nH]c(=O)[nH]c3=O)CC2)c1,0,1.2,-0.1,1,0,1,-0.3,0,-2,100
O=C(COc1ccc(Cl)cc1)Nc1ccc(Cc2ccncc2)cc1,2,1.1,-0.6,-6,-1,1,-0.3,-2,-10,101
CCC(C(=O)O/N=C(\N)c1cccc(C)c1)c1ccccc1 (stereo unspecified),8,1.6,0.0,1,5,1,0.3,-8,4,105
CCN(CC)S(=O)(=O)c1ccc(OC)c(NC(=O)CSc2ccccc2)c1,-2,1,1.3,-1,-4,1,0.1,2,4,96
CCC(C)[C@H](NC(=O)N1CCN(c2cccc(C(F)(F)F)c2)CC1)C(=O)OC (stereo partly specified),-6,1.2,-1.1,1,-2,1,-0.1,6,-5,90
